# IEC-6 cytotox: cytotoxicity in IEC-6 intestinal epithelial cells, primary screen, cytotoxicity control for KLF5 inhibitor project, cell-based, luminescence; IEC-6 cytotoxicity, luminescence viability; inhibition, % at 5 µM; 290,000 compounds, 0.78% hits; AID 1825, 2009; in the data active = inhibition above about 22%;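 note: 0% = plate median of test compound wells and 100% = cytotoxic reference compound wells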
# aSyn 5UTR inh: MLPCN primary screen, SNCA 5' untranslated region | alpha-synuclein 5'UTR reporter, inhibitor activity | inhibition, % (tested at 7.5 µM) | 300,000 compounds, 0.82% hits | AID 1813, 2009; in the data active = inhibition above about 60%;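 note: H4 neuroglioblastoma cells stably carrying SNCA 5'UTR luciferase fusion; 0% = DMSO wells and 100% = positive control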
# MrgX1 antag: antagonists of human MrgX1 receptor, primary screen, HEK293 cells, Fluo-4 calcium flux. B-score at 10 µM. BAM8-22 antagonism; hits give low values. 310,000 compounds, 1.3% hits;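 active = calcium-response B-score plate-corrected more than 3 library SD below zero, starting fluorescence within 5 deviations, no agonist response on first addition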;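 note: peak minus trough fluorescence over baseline after final BAM8-22 challenge near maximal dose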
# TRPC4 block: inhibitors of mouse TRPC4 channel, primary screen, Fluo4 calcium, HEK293 TRPC4beta/mu-opioid cells; Short transient receptor potential channel 4 (Mus musculus), Q9QUQ5; DAMGO-evoked Fluo4 calcium flux; hits give low values; B-score at 10 µM; 300,000 compounds, 0.39% hits;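 active = B-score over 3 SD under the library average, no early fluorescence shift, positive overall ratio signal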
# Target sequence (Q9QUQ5 whole entry, looked up): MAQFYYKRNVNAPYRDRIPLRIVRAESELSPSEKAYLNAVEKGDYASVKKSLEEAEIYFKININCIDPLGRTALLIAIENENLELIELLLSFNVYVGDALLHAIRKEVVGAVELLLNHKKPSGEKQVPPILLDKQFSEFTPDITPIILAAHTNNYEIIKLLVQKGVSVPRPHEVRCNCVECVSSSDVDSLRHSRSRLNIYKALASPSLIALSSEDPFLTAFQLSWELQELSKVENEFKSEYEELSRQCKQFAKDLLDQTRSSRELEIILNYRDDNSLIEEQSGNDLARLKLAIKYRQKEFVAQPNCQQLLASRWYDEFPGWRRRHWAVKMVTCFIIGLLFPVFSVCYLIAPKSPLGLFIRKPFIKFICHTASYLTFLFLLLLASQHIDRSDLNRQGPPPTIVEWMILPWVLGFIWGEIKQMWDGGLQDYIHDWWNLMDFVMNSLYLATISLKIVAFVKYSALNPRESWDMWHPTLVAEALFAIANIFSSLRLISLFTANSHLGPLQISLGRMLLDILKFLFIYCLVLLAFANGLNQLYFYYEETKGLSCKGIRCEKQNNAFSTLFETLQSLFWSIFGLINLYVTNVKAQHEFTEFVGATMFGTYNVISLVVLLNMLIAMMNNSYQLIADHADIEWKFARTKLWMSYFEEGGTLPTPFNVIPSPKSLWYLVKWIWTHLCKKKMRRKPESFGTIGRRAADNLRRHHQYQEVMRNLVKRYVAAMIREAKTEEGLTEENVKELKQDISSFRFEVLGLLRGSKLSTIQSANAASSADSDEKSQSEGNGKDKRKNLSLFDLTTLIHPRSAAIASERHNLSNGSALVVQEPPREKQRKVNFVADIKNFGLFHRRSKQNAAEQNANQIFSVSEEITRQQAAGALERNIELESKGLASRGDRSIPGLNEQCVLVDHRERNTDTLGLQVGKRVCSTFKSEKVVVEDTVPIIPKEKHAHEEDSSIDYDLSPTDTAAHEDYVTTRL
#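 material = TRPC4beta/mu-opioid receptor HEK293 cell line | probe or stimulus = sequential submaximal and maximal DAMGO stimulation | compound dosing = one concentration per compound | measured by = Fluo4 Ca2+ flux fluorescence | evaluation = integrated fluorescence ratio relative to baseline, converted to per-well B score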
# TRPC4 agonist: activators of mouse TRPC4 channel, primary screen, Fluo4 calcium, HEK293 TRPC4beta/mu-opioid cells | Fluo4 calcium fluorescence; hits give high values | B-score at 10 µM | 310,000 compounds, 0.49% hits | AID 2237, 2010;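 active = B-score above 5 SD of library B-scores, and initial fluorescence ratio not above library mean plus 5 SD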;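 note: positive B-score marks a calcium rise read as TRPC4 activation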
#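 Test system: HEK293 cells stably co-expressing mouse TRPC4beta and mu-opioid receptor | Schedule: Fluo4 dye loading 45 min at room temperature, 110 s recording | Measured by: Kinetic Fluo4 calcium fluorescence, 5 s baseline at 1 Hz | Evaluation: B score of integrated ratio | Controls: Buffer (low) and maximal DAMGO (high)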
# KLF5 inh: KLF5 expression inhibitors, primary screen, DLD-1 cells, luminescence; DLD-1 KLF5 promoter-luciferase reporter; inhibition, % at 5 µM; 290,000 compounds, 0.23% hits;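 active = inhibition above a per-plate limit of that plate's mean compound inhibition plus 3 SD, cut at about 60% in these data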;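 note: 0% = DMSO wells and 100% = LY294002 at 200 µM; higher means less KLF5 promoter-driven luciferase light; inactives centre near -14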
# TRPC6 inh: mouse TRPC6 channel inhibitors, primary screen, cell-based, HEK293, membrane potential dye; Short transient receptor potential channel 6 (Mus musculus), Q61143; ACh-evoked depolarization; hits give low values; B-score at 10 µM; 310,000 compounds, 1.1% hits; AID 2553, 2010;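 active = B-score under library mean minus 3 SD, initial fluorescence not abnormally high, positive integrated signal ratio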;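 note: B-score derived from integrated fluorescence ratio over the kinetic read; more negative B-score means stronger inhibition of depolarization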
# TRPC6 activator: mouse TRPC6 channel activators, primary screen, cell-based, HEK293, membrane potential dye. 310,000 compounds, 0.13% hits. B-score at 10 µM. Short transient receptor potential channel 6 (Mus musculus), Q61143. HEK293-TRPC6 membrane potential dye fluorescence; hits give high values;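 active = B-score of the integrated fluorescence ratio above library mean plus 3 SD, and starting fluorescence ratio within library mean plus 5 SD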;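 note: higher score means more depolarization so channel activation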
# TRPC4 PAM: positive allosteric modulators of TRPC4, primary screen, cell-based, mouse TRPC4beta, HEK293 mu-opioid, Fluo-4 calcium; Short transient receptor potential channel 4 (Mus musculus), Q9QUQ5; DAMGO EC20, Fluo-4 Ca2+ flux; hits give high values; B-score at 10 µM; 310,000 compounds, 0.42% hits; AID 2227, 2009;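 active = B-score of calcium response area above 5 SD of library B-scores, with initial fluorescence ratio within 5 SD of library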;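 note: B-score of integrated fluorescence ratio over time as area under calcium response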
# HIF act: HIF pathway transcriptional activators, primary screen, cell-based, U2OS HRE-luciferase, luminescence. U2OS HRE-luciferase reporter; normalized: DMSO 0%, desferrioxamine 100%. activation, % at 7.5 µM (by protocol). 300,000 compounds, 0.32% hits;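 active = mean activation of at least 10% of the iron chelator positive control signal, with at least half of replicates also reaching 10%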
# SKKanGAS inh: S. pyogenes SKKanGAS growth inhibitors in kanamycin, primary screen, streptokinase expression inhibitor project, SKKanGAS strain, BacTiter-Glo luminescence | 6 h | inhibition, % at 7.5 µM | 300,000 compounds, 1.3% hits | AID 1662, 2009;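 active = mean replicate score, as percent of positive control median, at least 50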;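 note: strain carries kanamycin resistance gene driven by streptokinase promoter and grows in 40 µg/ml kanamycin; loss of luminescence reflects streptokinase promoter inhibition or plain growth inhibition; 0% = median of DMSO wells and 100% = positive control at its reference dose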
# The depositor's hits bear a star; i = inactive; · = no result given.
Molecule	IEC-6 cytotox	aSyn 5UTR inh	MrgX1 antag	TRPC4 block	TRPC4 agonist	KLF5 inh	TRPC6 inh	TRPC6 activator	TRPC4 PAM	HIF act	SKKanGAS inh
CC(=O)Nc1ccc(/C=N/Nc2nc3ccccc3s2)cc1	-4	-42	·	i	i	-162	i	i	i	1.8	-11
O=C(CSc1nnc(-c2cccc(S(=O)(=O)N3CCCC3)c2)n1-c1ccccc1)Nc1ccc(C(=O)O)cc1	0	0	i	i	i	-20	i	i	i	0.0	-1
O=C1C2C3C=CC(CC3)C2C(=O)N1c1ccc(F)cc1 (stereo unspecified)	2	6	i	i	i	-17	i	i	i	-1.2	8
CCN(CC)c1ccc(C=C2C(=O)OC(C)(C(C)(C)C)OC2=O)cc1 (stereo unspecified)	·	7	i	i	i	·	i	46*	i	0.5	-1
Cc1nn(-c2ccccc2)c(C)c1NC(=O)COC(=O)/C=C/c1ccccc1	·	8	i	i	i	·	i	i	i	-5.9	-8
O=C(c1ccco1)N1CCN(C(=S)Nc2ccc(F)cc2)CC1	0	-11	i	i	i	-16	i	i	i	0.4	1
CCCNC(=S)N1CCC(C(=O)c2ccc(OC)cc2)CC1	-4	17	i	i	i	-12	i	i	i	-0.4	-3
Cc1ccc(/C=N/N2CCN(c3ccncc3S(=O)(=O)N3CCCCC3)CC2)cc1	0	18	i	i	i	-5	i	i	i	-0.4	2
N#CCNC1CC(=O)N(c2ccccc2)C1=O (stereo unspecified)	1	-2	i	i	i	-35	i	i	i	-1.5	·
O=C(CSc1nc2ccccc2o1)N/N=C/c1ccccc1	-3	-61	i	i	i	-18	i	i	i	1.5	-1
O=C(O)CCCCCCCCc1cn(CCc2c[nH]c3ccccc23)nn1	-6	9	i	i	i	-10	i	i	i	0.1	26
O=C(Nc1ccc(F)cc1)C1CC2CCC1C2 (stereo unspecified)	2	-9	i	i	i	9	i	i	i	0.2	-1
Cc1cc(C)cc(NC(=O)C2CCCN2S(=O)(=O)c2cccc3cccnc23)c1 (stereo unspecified)	3	29	i	i	i	22	i	i	i	-0.2	1
Cc1cc(C(=O)CSc2nnc(-c3ccccc3)o2)c(C)n1CC1COc2ccccc2O1 (stereo unspecified)	-2	-2	i	i	i	6	i	i	i	-0.3	6
NS(=O)(=O)c1ccc(NS(=O)(=O)c2cccs2)cc1	-3	9	i	i	i	-1	i	i	i	0.0	10
CC1CCCC(C)N1C(=O)COC(=O)CCC1CCCC1 (stereo unspecified)	5	-6	i	i	i	1	i	i	i	-0.6	0
Cc1cc(C)cc(N(CC(=O)NCc2cccnc2)S(C)(=O)=O)c1	0	17	i	i	i	1	i	i	i	0.1	-4
CCN(CC)CCNC(=O)C(=O)NCC1OCCN1S(=O)(=O)c1ccc2c(c1)OCCO2 (stereo unspecified)	1	-2	i	i	i	-14	i	i	i	-0.5	4
COc1ccc(N2CC(C(=O)Nc3ccc(S(=O)(=O)N4CCOCC4)cc3)CC2=O)cc1 (stereo unspecified)	8	15	i	i	i	8	i	i	i	0.2	-7
CC(=O)Nc1ccc(NC(=O)c2c(C)nn(Cc3ccccc3)c2Cl)cc1	-6	2	i	i	i	2	i	i	i	-0.1	-4
Cc1ccc(-n2nc3c(=O)n(CCCC(=O)NCC(C)c4ccccc4)nc(C)c3c2C)cc1 (stereo unspecified)	13	46	i	i	i	1	i	i	i	0.5	6
Cc1[nH]nc(SCC(=O)N2CCOCC2)c1[N+](=O)[O-]	0	8	i	i	i	-26	i	i	i	-4.4	11
COc1ccc(C(=O)C2CCN(C(=O)c3ccc(C)cc3)CC2)cc1	4	22	i	i	i	12	i	i	i	-0.2	9
Cc1nc(-c2ccc(O)c(O)c2)cs1	-4	-50	i	i	i	-3	i	i	i	0.8	-15
O=c1cc(Cn2nnc(-c3ccc(Cl)cc3)n2)nc2sccn12	0	20	i	i	i	-18	i	i	i	-0.4	1
COc1ccc2[nH]c(=O)c(CN(CCO)C(=O)NCc3ccccc3)cc2c1	-1	-8	i	i	i	-12	i	i	i	-0.1	-1
CC1(C)CC(=O)C=C(Nc2ccccc2O)C1	3	28	i	i	i	-5	i	i	i	-0.1	-3
Cn1c(-c2ccc(F)cc2)cnc1NCc1cccc(F)c1	11	-23	i	i	i	-20	i	i	i	2.8	4
CCOc1ccc(Cc2nc(C)c(CC(=O)N3CCOCC3)c(=O)[nH]2)cc1	-2	-18	i	i	i	-20	i	i	i	0.4	-9
COc1ccc(CNC(=O)c2cccc(NC3=NC4CS(=O)(=O)CC4S3)c2)cc1 (stereo unspecified)	-2	-5	i	i	i	7	i	i	i	0.1	-4
COc1ccc(C(=O)NNC(=O)CCC(=O)Nc2ccc(C)cc2C)cc1	-4	6	i	i	i	-21	i	i	i	-0.2	3
O=S(=O)(c1cccc(-c2nnc(SCc3nc4ccccc4s3)o2)c1)N1CCOCC1	4	-187	i	i	i	-12	i	i	i	2.6	1
CN1CCC(=NNC(=O)CN(c2cccc(Br)c2)S(C)(=O)=O)CC1	-6	-8	i	i	i	-10	i	i	i	-0.3	-5
Cc1ccccc1-n1c(=O)cc(N2CC(C)OC(C)C2)[nH]c1=O (stereo unspecified)	0	-9	i	i	i	-23	i	i	i	-0.5	1
Cc1ccc(N2CC(C(=O)Nc3cc(C)on3)CC2=O)c(C)c1 (stereo unspecified)	-2	-4	i	i	i	4	i	i	i	0.0	1
CC[C@H](C)[C@@H](C(=O)N1CCNCC1)n1cc([C@@H](N)CO)nn1	4	10	i	i	i	-8	i	i	i	-0.4	1
CCN(CC(=O)Nc1sc2c(c1C#N)CCCC2)Cc1nc2ccccc2c(=O)[nH]1	0	41	i	i	i	-25	i	i	i	-0.7	1
O=C(Cn1ccc([N+](=O)[O-])n1)N1CCCCCC1	2	-6	i	i	i	-25	i	i	i	-0.7	4
CC1Cc2ccccc2N1C(=O)Cn1nnc(-c2ccccc2NC(=O)C2CCC2)n1 (stereo unspecified)	1	7	i	i	i	-3	i	i	i	0.0	5
C=CCc1cccc(/C=N/NC(=O)C[n+]2ccccc2)c1O	0	6	i	i	i	29	i	i	i	7.4	10
COC(=O)c1ccc(=O)n(CC(=O)c2ccc(Cl)cc2)c1	6	-19	i	i	i	-19	i	i	i	-0.7	-6
O=C(NNC(=O)c1nn(-c2ccc(F)cc2)ccc1=O)c1ccc(Cl)cc1	-8	·	i	i	i	-9	i	i	i	·	5
CCc1ccc(N(C(=O)c2csnn2)C(C(=O)NC2CCCCC2)c2ccncc2)cc1 (stereo unspecified)	3	-19	i	i	i	-17	i	i	i	2.4	3
COc1ccc(CNc2ccc3c(c2)nc(C)n3C)cc1	4	-48	i	·	·	-103	·	·	·	2.6	1
O=C(c1ccc(Cl)cc1)c1ccccc1C(=O)N1CCOCC1	1	2	i	i	i	-11	i	i	i	-0.2	-3
CCCCN(Cc1ccco1)S(=O)(=O)c1ccc(-c2ccc(=O)[nH]n2)s1	-1	16	i	i	i	-54	i	i	i	-0.3	18
Cc1cccnc1NC(=O)C12CCC(C)(C(=O)O1)C2(C)C (stereo unspecified)	-1	27	i	i	i	-12	i	i	i	0.1	-5
C=C(C)Cn1c(=O)c(NC(=O)c2ccccc2)c2n(c1=S)CCC2	2	1	i	i	i	-2	i	i	i	-22	-1
CC(NC(=O)c1ccco1)c1nc(-c2ccccc2Cl)no1 (stereo unspecified)	1	8	i	i	i	-13	i	i	i	-0.6	0
CC(C)N(CCNC(=O)c1ccc(OCC2CCCO2)cc1)C(C)C (stereo unspecified)	5	-17	i	i	i	14	i	i	i	0.1	-10
COc1cc(/C=N/Nc2ccccn2)ccc1OCC(C)C	-2	-127	i	i	i	-72	i	i	i	4.1	1
C=CCN1C(=O)C(C(C)CC)NC1=S (stereo unspecified)	-3	-1	i	i	i	-23	i	i	i	0.0	·
O=C(NC1CCCCC1)C(c1ccc(F)cc1)N(Cc1ccco1)C(=O)CN1C(=O)c2ccccc2S1(=O)=O (stereo unspecified)	5	1	i	i	i	13	i	i	i	-0.1	11
O=C(COC(=O)C1=NNC(=O)CC1)NCCc1ccccc1	·	14	i	i	i	·	i	i	i	-0.3	-15
O=[N+]([O-])c1cc(CSC2=NCCN2)ccc1O	-1	-20	·	i	i	-18	i	i	i	-0.9	-8
CCOC(=O)Cn1c(-c2ccccc2)nc2ccccc2c1=O	-4	5	i	i	i	-6	i	i	i	0.1	-14
O=C(O)CS(=O)CC(=O)NCc1cccc(C(F)(F)F)c1 (stereo unspecified)	-3	-11	i	i	i	-33	i	i	i	0.0	1
Cc1c(NC(=O)/C=C/c2cn(-c3ccccc3)nc2-c2ccccc2)c(=O)n(-c2ccccc2)n1C	-3	35	i	i	i	4	i	i	i	0.2	11
CCOC(=O)c1cnc(SC)nc1Nc1cccc2ccccc12	-3	2	i	i	i	-22	i	i	i	0.4	-6
O=C(Nc1ccccc1-c1nc2ccccc2s1)C1=COCCO1	-4	18	i	i	i	5	i	i	i	-0.2	-7
COc1ccc(-c2cc(C(F)(F)F)n3nc(N)nc3n2)cc1	0	-21	i	i	i	-12	i	i	i	0.5	-7

# As a short view, some entries already given.
Molecule	IEC-6 cytotox	aSyn 5UTR inh	MrgX1 antag	TRPC4 block	TRPC4 agonist	KLF5 inh	TRPC6 inh	TRPC6 activator	TRPC4 PAM	HIF act	SKKanGAS inh
O=C(COC(=O)C1=NNC(=O)CC1)NCCc1ccccc1	·	14	i	i	i	·	i	i	i	-0.3	-15
O=[N+]([O-])c1cc(CSC2=NCCN2)ccc1O	-1	-20	·	i	i	-18	i	i	i	-0.9	-8
